NFkB transloc inh = blocks IL-1B driven NFkB nuclear translocation in HUVEC cells. HUVEC IL-1B NFkB p65 nuclear translocation imaging. inhibition, % at 2 µM. actives 0.43% (n = 94,000). AID 796;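 active = inhibition above about 30% together with a positive call from visual inspection of the well image, limit read from the data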;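 note: nuclear over cytoplasmic p65 intensity ratio measured by imaging; 0% = IL-1B stimulated DMSO wells and 100% = unstimulated DMSO wells; values of inactives mirror those of a sister screen read the other way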
MRP resist rev = compounds reversing MRP-mediated drug resistance; H69AR cells + 2 uM doxorubicin, CellTiter-Glo, 72 h; differential viability (reversal), % at 10 µM; actives 0.04% (n = 85,000); AID 602;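 active = viability drop by adding the cancer drug above about 55%, with treated viability meeting a 40% cutoff, limit read from the data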;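 note: viability without doxorubicin minus viability with 2 µM doxorubicin for each compound; larger differential means the compound sensitizes cells more to doxorubicin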
NFkB transloc pot = enhances IL-1B driven NFkB nuclear translocation | HUVEC IL-1B NFkB p65 nuclear translocation imaging | activation, % at 2 µM | actives 0.3% (n = 94,000) | AID 819;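 active = activation above 40%, about the mean plus 3 SD, also judged a hit on visual image review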;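 note: percent activation is computed from the nuclear over cytoplasmic p65 intensity ratio; values of inactives mirror those of a sister screen read the other way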
Bcl-B displacement = displacers of TR3 peptide from Bcl-B, primary screen, selectivity assay for Bfl-1 inhibitor project, biochemical, fluorescence polarization | actives 0.11% (n = 96,000) | displacement, % at 20 µM, or IC50 in µM where a hit was titrated | FP displacement of FITC-TR3 peptide from Bcl-B; higher % means a stronger effect;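 active = displacement above 50% at 20 µM plus a fluorescence interference ratio under 1.5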;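 note: plate controls were wells without compound for no effect and wells lacking Bcl-B protein for full effect; a part of the inactive calls stands beside numbers as strong as those of hits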
PLAP inhibitors HTS = PLAP enzyme inhibitors, biochemical, luminescence, HTS (AID 690). inhibition, % at 20 µM, or IC50 in µM where a hit was titrated. purified PLAP, luminescent substrate; higher % means a stronger effect. actives 0.08% (n = 96,000); in the data active = a potency from the dose series; inactive = the rest, 99 in 100 with inhibition below about 30%; note: strong numbers were not always called active
MRP resist rev cytotoxicity = also measured in MRP resist rev; calls as there; viability, %; H69AR cells, CellTiter-Glo, 72 h; measured here: cytotoxicity without doxorubicin
MRP resist rev with doxorubicin = second read-out of MRP resist rev, no call of its own (marks repeat the call); viability, %; measured here: viability with 2 uM doxorubicin; hits give low values
NFkB transloc inh cell count 2 µM = recorded beside NFkB transloc inh, whose call it bears; cell count; measured here: cells passing quality filter;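 raw number of nuclei counted in each imaged well without normalization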
NFkB transloc pot cell count 2 µM = also measured in NFkB transloc pot; calls as there; cell count; measured here: cells passing quality filter
Starred values were filed as active, the others as inactive; · = not tested or not shown. This is a subset, so the mix of outcomes need not match the whole.

SMILES	NFkB transloc inh	NFkB transloc inh cell count 2 µM	MRP resist rev	MRP resist rev cytotoxicity	MRP resist rev with doxorubicin	NFkB transloc pot	NFkB transloc pot cell count 2 µM	Bcl-B displacement	PLAP inhibitors HTS
Cc1nn(CCC#N)c(NC(=O)c2ccc(Cl)cc2Cl)c1P(=O)(Nc1ccc([N+](=O)[O-])cc1)N1CCOCC1 (configuration not stated)	-5.8	174	-5.2	89.5	94.7	5.8	174	3.9%	-67.3%
O=C(Nc1ccc(F)cc1)c1cccnc1N1CCOCC1	-11.4	163	14.2	101.3	87.1	11.4	163	·	·
Cn1c(=NC(=O)CSCC(=O)N2CCCC2)sc2ccccc21	-15.5	63	12.4	101.7	89.3	15.5	63	-8.2%	11.8%
O=C(CN(Cc1ccccc1)C(=O)CCC(=O)Nc1nccs1)NCc1ccco1	·	·	9.8	83.5	73.6	·	·	-2.1%	-14.8%
CC(=O)c1cccc(NC(=S)NC(=O)C(C)C)c1	-1.3	184	·	·	·	1.3	184	-6.7%	9.3%
O=C(CCCOc1ccccc1)Nc1ccc(Br)cc1	-1.5	175	·	·	·	1.5	175	·	·
COc1ccc(NC2c3ccccc3C(=O)N2Cc2ccco2)cc1OC (configuration not stated)	·	·	7.0	94.2	87.1	·	·	-3.2%	10.7%
CCCCCNc1nc2ccccc2nc1NS(=O)(=O)c1cccs1	-5.1	199	2.2	90.0	87.8	5.1	199	-8.9%	-40.9%
COc1ccc(/C=N/NC(=O)c2nc(-c3ccccc3)cc(-c3ccccc3)n2)cc1OC	-18.8	92	·	·	·	18.8	92	-13.5%	0.7%
Cc1ccc(N(CC(=O)NCc2cccs2)S(=O)(=O)c2cccs2)cc1	8.9	188	12.2	100.8	88.6	-8.9	188	-28.9%	19.4%
Cn1c(=O)c2c(SCC(=O)Nc3ccc4c(c3)OCCO4)nc(CC(C)(C)C)nc2n(C)c1=O	-14.3	214	·	·	·	14.2	214	-4.5%	-41.6%
CC(=O)N/C(=C\c1ccccc1Cl)C(=O)O	-21.1	157	-3.9	89.1	93.0	21.1	157	·	·
Clc1ccc(-n2ncc3c(NCC4CCCO4)ncnc32)cc1 (configuration not stated)	·	·	-49.4	19.5	68.9	·	·	-3.9%	-5.4%
CC1(C)Cc2c(C#N)c(N3CCOCC3)nc(Cc3ccccc3)c2CO1	-5.2	73	6.9	71.1	64.2	5.2	73	4.2%	-47.2%
O=C1c2[nH]nc(-c3ccccc3O)c2C(c2cccc(O)c2)N1Cc1ccco1 (configuration not stated)	-12.0	162	10.3	38.1	27.7	12.0	162	-1.1%	-116.7%

Copied from above for reference:
SMILES	NFkB transloc inh	NFkB transloc inh cell count 2 µM	MRP resist rev	MRP resist rev cytotoxicity	MRP resist rev with doxorubicin	NFkB transloc pot	NFkB transloc pot cell count 2 µM	Bcl-B displacement	PLAP inhibitors HTS
Cc1nn(CCC#N)c(NC(=O)c2ccc(Cl)cc2Cl)c1P(=O)(Nc1ccc([N+](=O)[O-])cc1)N1CCOCC1 (configuration not stated)	-5.8	174	-5.2	89.5	94.7	5.8	174	3.9%	-67.3%
O=C(Nc1ccc(F)cc1)c1cccnc1N1CCOCC1	-11.4	163	14.2	101.3	87.1	11.4	163	·	·
Cn1c(=NC(=O)CSCC(=O)N2CCCC2)sc2ccccc21	-15.5	63	12.4	101.7	89.3	15.5	63	-8.2%	11.8%
O=C(CN(Cc1ccccc1)C(=O)CCC(=O)Nc1nccs1)NCc1ccco1	·	·	9.8	83.5	73.6	·	·	-2.1%	-14.8%
CC(=O)c1cccc(NC(=S)NC(=O)C(C)C)c1	-1.3	184	·	·	·	1.3	184	-6.7%	9.3%

Other compounds follow:
SMILES	NFkB transloc inh	NFkB transloc inh cell count 2 µM	MRP resist rev	MRP resist rev cytotoxicity	MRP resist rev with doxorubicin	NFkB transloc pot	NFkB transloc pot cell count 2 µM	Bcl-B displacement	PLAP inhibitors HTS
COc1cccc(NC(=O)c2ccccc2-c2nc(-c3cccc(C)c3)no2)c1	-7.8	95	-14.2	64.5	78.8	7.8	95	-8.5%	-32.3%
O=C(NC1CCCCC1)/C(=N\O)c1ccccn1	-24.0	112	-3.2	96.7	99.9	24.0	112	4.8%	11.0%
CCCCSc1nc(C)[nH]c1[N+](=O)[O-]	8.3	174	-4.2	93.9	98.0	-8.3	174	2.6%	24.5%
CCCCn1c(NC(C)=O)c(C#N)c2nc3ccccc3nc21	2.6	143	-3.7	80.3	84.0	-2.6	143	-6.3%	-11.3%
Cc1sc2c(c1C)CN(C1CC(C)(C)NC(C)(C)C1)CN2C(=O)c1ccco1	-4.2	137	-6.1	88.7	94.8	4.2	137	11.9%	-68.3%
O=C(N/N=C/c1ccccc1Cl)c1ccc(F)cc1	-2.5	104	·	·	·	2.5	104	0.2%	8.5%
Cc1cccc(Cc2cnc(NC(=O)CN3C(=O)/C(=C/c4ccccc4)SC3=S)s2)c1	9.5	165	·	·	·	-9.5	165	16.4%	-16.5%
CCCCP(=O)(CCCC)Cc1ccccc1O	4.6	157	13.4	88.2	74.8	-4.6	157	-4.4%	8.9%
CC1CN=C(N(C(=O)Nc2ccccc2)c2ccc(F)cc2)S1 (configuration not stated)	13.1	168	-28.1	89.5	117.5	-13.1	168	-2.6%	-10.2%
CCOC(=O)C1CCCN(CC(O)COc2ccccc2C(C)=O)C1 (configuration not stated)	-7.0	67	-3.2	102.2	105.5	7.0	67	-4.4%	6.3%
CCC(Sc1ccc2nnc(-c3ccc(F)cc3)n2n1)C(=O)OC (configuration not stated)	3.2	19	8.4	51.6	43.2	-3.2	19	4.6%	-39.4%
C(=N\n1cnnc1)/c1cn(-c2cccs2)nc1-c1ccccc1	8.0	63	-6.0	95.7	101.8	-8.0	63	1.6%	-12.6%
CCSc1nnc(Nc2ccc(C)cc2)s1	5.4	163	20.3	93.8	73.4	-5.4	163	0.9%	-10.8%
COc1cc2nc(=S)n3[nH]c(CCn4nc(C)cc4C)nc3c2cc1OC	·	·	·	·	·	·	·	-3.6%	-5.3%
CCn1c(N2CCN(CC(=O)c3c[nH]c4ccccc34)CC2)nc2c1c(=O)[nH]c(=O)n2C	-16.7	148	-17.2	69.5	86.7	16.7	148	-17.1%	-63.0%
COc1cccc(C(=O)N2CCN(C(=O)c3cccc(F)c3)CC2)c1	-6.1	133	4.9	99.1	94.2	6.1	133	·	·
Cc1cc(Cl)c(S(=O)(=O)NC(C(=O)O)c2ccccc2)cc1OCC(N)=O (configuration not stated)	-2.9	68	-10.5	97.2	107.7	2.9	68	6.6%	-66.5%
Cc1cccc2sc(NC(=O)CSCc3ccccc3)nc12	-19.1	165	12.3	92.2	79.8	14.5	72	-26.8%	-23.5%
CCOCN(C(=O)Cn1c(C(C)O)nc2ccccc21)c1c(C)cccc1CC (configuration not stated)	-13.1	147	-12.5	62.8	75.3	13.1	147	·	·
Cc1noc(C)c1CSc1ncnc2ccccc12	2.1	105	13.8	85.8	72.0	-2.1	105	-12.7%	-51.2%
COCCCNC(=O)CCC(=O)Nc1ccc2nc(N3CCOCC3)cc(C)c2c1	6.8	138	-29.5	87.7	117.2	-6.8	138	-4.3%	-12.4%
O=C(c1ccc(S(=O)(=O)N2CCC(c3nc4ccccc4s3)CC2)cc1)N1CCOCC1	·	·	-17.8	46.0	63.7	·	·	3.7%	-20.9%
O=C(O)CC(NC(=O)OCc1ccccc1)c1ccc(Br)cc1 (configuration not stated)	-3.4	77	6.2	100.4	94.2	3.4	77	9.9%	-49.5%
COc1ccc(C(=O)Cn2nnc(-c3cccs3)n2)cc1	-7.7	152	10.3	95.3	85.0	7.7	152	-2.3%	6.4%
Clc1ccc(CSc2nnc(-c3sccc3-n3cccc3)o2)cc1	7.0	184	·	·	·	-7.0	184	-10.1%	38.0%
CS(=O)(=O)N1CCN(Cc2ccccc2C(F)(F)F)CC1	-37.3	168	-6.7	98.1	104.7	37.3	168	-4.9%	-35.0%
COc1cccc(/C=N/NC(=O)c2cc(-c3cccn3C)n[nH]2)c1	-38.0	160	·	·	·	38.0	160	5.3%	-23.4%
COCCCNC(=O)CCn1c(=O)c2ccccc2n(CC(=O)Nc2ccccc2C)c1=O	-19.5	155	-3.6	100.1	103.7	19.5	155	1.5%	4.2%
CCCCCCC(=O)N(O)C1CC(=O)N(c2ccc(Br)cc2)C1=O (configuration not stated)	-47.8	139	-17.4	32.8	50.3	47.8*	139*	-7.9%	-49.4%
Cc1ccc(NC2CC(=O)N(Cc3ccccc3)C2=O)cc1 (configuration not stated)	-11.9	140	6.6	87.3	80.7	11.9	140	-15.4%	22.9%
Cc1[nH]c2ccccc2c1Cc1nnc(SCC(=O)NCc2ccco2)o1	·	·	8.4	91.8	83.4	·	·	-1.2%	-11.6%
CCOc1ccc2nc(NC(=O)CS(=O)(=O)c3ccccc3)sc2c1	-10.6	167	-14.3	73.6	88.0	10.6	167	-3.7%	-1.0%
Oc1csc(Cc2nc(-c3ccc(-c4ccccc4)cc3)cs2)n1	-5.0	167	·	·	·	5.0	167	-20.0%	-0.1%
O=c1c2c(nc3nc(Cc4ccccc4)[nH]n13)CCC2	2.6	84	-21.9	92.5	114.4	-2.6	84	-6.4%	-1.4%
CC1(C)CC(=O)C(C=NCCN2CCN(C(=O)NC34CC5CC(CC(C5)C3)C4)CC2)=C(O)C1	·	·	-17.4	91.6	109.0	·	·	14.2%	-65.5%
COCc1cc(C)n(CC(=O)Nc2ccc(Cl)cc2Cl)c(=O)c1C#N	-40.7	149	·	·	·	40.7*	149*	6.9%	-12.2%
Cc1cc(-c2nnc(SCc3ccccn3)o2)no1	-0.9	103	8.2	91.8	83.6	0.9	103	-3.2%	2.8%
O=C(CN1CCN(C(=O)c2ccccc2)CC1)Nc1ccc(Br)cn1	-4.5	211	-11.8	86.4	98.2	4.5	211	-4.5%	-17.9%
COc1cc(C2Nc3ccccc3C(=O)N2c2ccccc2OC)ccc1O (configuration not stated)	-5.8	101	-8.7	84.9	93.6	5.8	101	1.7%	-47.4%
CC(C)(C)C(=O)NC1(C(F)(F)F)C(=O)Nc2c1c(=O)[nH]c(=O)n2Cc1ccco1 (configuration not stated)	·	·	16.5	94.0	77.5	·	·	11.2%	12.0%
CC(C)c1ccc(C(=O)CC2(O)C(=O)N(CN3CCOCC3)c3ccccc32)cc1 (configuration not stated)	-9.9	99	-13.5	70.7	84.2	9.9	99	-12.9%	-1.8%
CC1(C)CC(=O)C=C(NCCN2CCN(C(=O)Nc3ccc(Cl)cc3)CC2)C1	-0.9	188	2.3	89.5	87.1	0.9	188	-5.4%	-4.6%
CCOc1ccc(S(=O)(=O)N2Cc3ccccc3CC2C(=O)NCCCn2ccnc2)cc1 (configuration not stated)	8.7	148	6.0	85.4	79.5	-8.7	148	1.7%	-57.5%
COc1ccc(OC)c(C(=O)CSc2nc3cccnc3n2C)c1	1.7	146	-0.7	85.1	85.7	-1.7	146	-9.4%	-12.3%
Cc1sc2nc(SCc3ccccc3)n(Cc3ccco3)c(=O)c2c1C	-3.3	106	10.1	95.7	85.6	3.3	106	-8.5%	10.0%
Cc1ccc(NC(=O)CN2C(=O)C(C)Oc3ccccc32)nc1 (configuration not stated)	18.9	148	15.0	101.5	86.5	-18.9	148	9.4%	15.0%

Of the compounds above, three contain a COOH group.
SMILES	NFkB transloc inh	NFkB transloc inh cell count 2 µM	MRP resist rev	MRP resist rev cytotoxicity	MRP resist rev with doxorubicin	NFkB transloc pot	NFkB transloc pot cell count 2 µM	Bcl-B displacement	PLAP inhibitors HTS
CC(=O)N/C(=C\c1ccccc1Cl)C(=O)O	-21.1	157	-3.9	89.1	93.0	21.1	157	·	·
Cc1cc(Cl)c(S(=O)(=O)NC(C(=O)O)c2ccccc2)cc1OCC(N)=O (configuration not stated)	-2.9	68	-10.5	97.2	107.7	2.9	68	6.6%	-66.5%
O=C(O)CC(NC(=O)OCc1ccccc1)c1ccc(Br)cc1 (configuration not stated)	-3.4	77	6.2	100.4	94.2	3.4	77	9.9%	-49.5%

Assay outcomes from PubChem BioAssay.
